PriA SSB inh = inhibitors of Klebsiella pneumoniae PriA binding to SSB C-terminal tail. AlphaScreen SSBct-PriA binding, biotinylated peptide. inhibition, % at 33 µM. 430,000 tested, 0.6% active; in the data active = inhibition mostly above about 37%, no sharp cut-off; inactive = mostly below about 20%;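 note: plate controls were negative control peptide for no effect and reference peptide for full effect; strong numbers were not always called active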
* marks the source's active call; other numbers are inactive results; i = inactive; & = joins results of further samples. A portion of the library; the hit share may differ from the screen's.

SMILES | PriA SSB inh
COc1ccc(C(=O)NN=C(Cc2ncc[nH]2)c2ccccc2)cc1 | -22
O=C(NCCC(O)c1ccc2c(c1)OCO2)C(=O)Nc1ccon1 (configuration not stated) | -9
CC(C)[C@H](NC(=O)N1C[C@H]2C[C@H](C1)c1cccc(=O)n1C2)C(=O)Nc1ccccc1F | -1
COc1cc(C=NNC(=O)c2ccccn2)ccc1OC(=O)c1cccs1 | -1
C[C@@H](C(=O)NCc1ccc(F)cc1F)n1nnc2ccccc2c1=O | -16
COc1cccc(S(=O)(=O)Nc2ccc(F)c(Cl)c2)c1 | -13
Cc1nn(-c2cccc(C(F)(F)F)c2)c(Cl)c1C=NNc1cccc(C(=O)O)c1 | 4
CC(C)C(=O)Nc1ccc2c(c1)C(=O)NCCO2 | -9
COc1ccc(C2Cc3cc(C(=O)Nc4ncc(Cc5ccc(F)cc5)s4)ccc3C(=O)O2)cc1 (configuration not stated) | -3
O=C(NCC1(c2cccs2)CCCC1)C(=O)Nc1ccc(OC(F)(F)F)cc1 | -3
C=CCN=C1NC(=O)C(CC(=O)Nc2ccc(Br)cc2)S1 (configuration not stated) | 5
O=C(CSc1ncc(-c2ccccc2)[nH]1)Nc1cc(C(F)(F)F)ccc1Cl | 14&32
COc1cccc(CNC(=O)CN2CCN(Cc3ccc(F)cc3Cl)S2(=O)=O)c1 | -10&2
O=C(Nc1nc(-c2nc3ccccc3s2)cs1)c1ccccc1[N+](=O)[O-] | 18
Cc1ccc(NC(=O)N2CCC(n3ccnn3)CC2)cc1C | 2
O=C(COc1cccc2ccc(N3CCN(c4ccccc4)CC3)nc12)Nc1ccccc1F | 4
CCCc1cc(-n2nc(C)cc2C)n2nc(C)c(-c3ccccc3)c2n1 | 0
COc1ccc(CNC(=O)N2CCCC(S(=O)(=O)c3ccc(F)cc3)C2)cc1OC (configuration not stated) | -6
COc1ccc(S(=O)(=O)Nc2ccc3c(c2)CN(C(C)=O)CC3)cc1OC | -9
C=CCn1c(SCC(=O)CC(=O)OCC)nc2sc3c(c2c1=O)CCCC3 | -4
COC(=O)c1cc(NC(=O)c2cccc(C(F)(F)F)c2)c(=O)oc1CC=NOCc1cccc(Cl)c1Cl | -10
CSc1ncc(Cl)c(C(=O)Nc2cc(C)on2)n1 | 9
COc1cc2ccccc2cc1C(=O)N1CCN(c2nc3c(F)cc(F)cc3s2)CC1 | -2
O=C(Nc1nc(-c2ccccn2)cs1)c1ccc(C(=O)c2ccccc2)cc1 | 32
COc1ccc(S(=O)(=O)c2cnc3ccc(F)cc3c2Nc2ccc(C)c(C)c2)cc1 | -9
Cc1noc(C)c1CC(=O)Nc1ccc2c(c1)N(C(=O)c1ccco1)CC2 | -8
C=CCn1c(O)c(C=C2C=Nc3ccccc32)c(=O)[nH]c1=O | -4
CSCC(C)(O)CNC(=O)CCc1ccccc1Br (configuration not stated) | 3
O=C(NN=Cc1ccc(O)cc1)c1[nH]c2ccc(Br)cc2c1-c1ccccc1 | 11
Cc1cc(C)cc(C(=O)NCCCn2nc(-c3cccs3)ccc2=O)c1 | -11&5
O=C(CCn1cnc2ccccc2c1=O)NCc1ccnc(-c2ccsc2)c1 | -6
CC(=Nc1ccc(F)cc1)N(C)CCNS(=O)(=O)c1ccc(Cl)cc1 | 0
O=C(NCCS(=O)(=O)N1CCN(c2ccccn2)CC1)c1c(F)cccc1Cl | -15
Cc1ccccc1-c1ccc(N2CCC(C(=O)N3CCOCC3)CC2)nn1 | -9
C=CCNC(=O)Cn1cnc2c(nnn2C)c1=O | -14
CN(C)S(=O)(=O)c1ccc(C(=O)N(CCN2CCOCC2)c2nc3ccc(F)cc3s2)cc1 | 5
COc1cc(C=NNC(=O)c2cccs2)ccc1O | -6
CCOC(=O)c1sc(S(C)(=O)=O)c2c1CC(C)(C)CC2=NO | -9
O=C(Nc1ccncc1NC(=O)c1cccc(C(F)(F)F)c1)c1cccc(C(F)(F)F)c1 | 10
CCNC(=O)c1csc(NC(=O)Nc2ccccc2OCC)n1 | -3
O=C(Nc1ccc2c(c1)CN(C(=O)c1ccccc1)CC2)c1ccc(F)cc1F | -5
COc1ccc(C(=O)/C=C/c2ccc(OC)c(OC)c2)c(OC(=O)c2ccco2)c1 | 6
O=C(CCC(=O)N1C[C@H]2C[C@H](C1)c1cccc(=O)n1C2)NCc1cccc(C(F)(F)F)c1 | -6
COc1ccccc1C(c1c(O)cc(C)[nH]c1=O)c1c(O)cc(C)[nH]c1=O | -7&5
CCCCN(CCCC)C(=S)NN=Cc1c(C)[nH]n(-c2ccccc2)c1=O | -6

A different layout for 2 compounds above:
| SMILES | PriA SSB inh |
| --- | --- |
| COc1ccc(C(=O)/C=C/c2ccc(OC)c(OC)c2)c(OC(=O)c2ccco2)c1 | 6 |
| O=C(Nc1ccncc1NC(=O)c1cccc(C(F)(F)F)c1)c1cccc(C(F)(F)F)c1 | 10 |

A draw from above in order of length of the SMILES, smallest number first.
SMILES | PriA SSB inh
Cc1cc(C)cc(C(=O)NCCCn2nc(-c3cccs3)ccc2=O)c1 | -11&5
CC(=Nc1ccc(F)cc1)N(C)CCNS(=O)(=O)c1ccc(Cl)cc1 | 0
COc1ccc(CNC(=O)N2CCCC(S(=O)(=O)c3ccc(F)cc3)C2)cc1OC (configuration not stated) | -6

The main list resumes, starting three compounds before the break.
SMILES | PriA SSB inh
O=C(CCC(=O)N1C[C@H]2C[C@H](C1)c1cccc(=O)n1C2)NCc1cccc(C(F)(F)F)c1 | -6
COc1ccccc1C(c1c(O)cc(C)[nH]c1=O)c1c(O)cc(C)[nH]c1=O | -7&5
CCCCN(CCCC)C(=S)NN=Cc1c(C)[nH]n(-c2ccccc2)c1=O | -6
Nc1nnc(CC(=O)N/N=C/c2ccc(-c3cccc(Cl)c3)o2)s1 | i
Cc1ccc(C(CNC(=O)c2cccc(C(F)(F)F)c2)N2CCOCC2)cc1 (configuration not stated) | 10
CCOC(=O)Nc1ccc2c(c1)N(C)C(=O)C(C)(C)CO2 | 16
CC(C)c1cccc2sc(N3CCN(C(=O)c4ccn(C)n4)CC3)nc12 | -5
CN(C)c1cccc(C(=O)NCC2CCN(C(=O)c3ccoc3)CC2)c1 | -12
C#CCn1c(=NC(=O)Cc2ccccc2)sc2cc(C(=O)OC)ccc21 | -9
O=C(c1ccco1)N1N=C(c2cccs2)CC1c1ccc2nccnc2c1 (configuration not stated) | 6
COC(=O)CN(c1ccc(F)cc1)C1SC(=O)N(c2ccc(F)cc2)C1=O (configuration not stated) | 2
Cc1cc(=O)n2c(n1)SCC2CC(=O)Nc1cc(N2CCOCC2)ncn1 (configuration not stated) | -3
CCN(CC)CCN(C(=O)c1ccc(S(=O)(=O)N2CCCCC2C)cc1)c1nc2cc3c(cc2s1)OCCO3 (configuration not stated) | 29
CCOC(=O)C1=C(C)N=C(N=CN(C)C)SC1c1ccccc1 (configuration not stated) | -5
CSc1ccccc1C(=O)Nc1ccccc1Cc1nc(-c2ccco2)no1 | -7
Cc1noc(C)c1CCC(=O)N1CCN(C(=O)c2cnn3ccccc23)CC1 | -10
COc1ccc(C=NNc2nnc(-c3ncc[nH]3)c3ccccc23)cc1 | -7
O=C(NN=C/C=C/c1ccccc1)C1CC1c1ccccc1 (configuration not stated) | -9
CC=NNC(=O)c1cc(Br)ccc1O | 7
COc1cccc(C=NNc2ncc(C(F)(F)F)cc2Cl)c1O | 5
Cc1c(-n2c(-c3cccc([N+](=O)[O-])c3)cn3c4c(=O)n(C)c(=O)n(C)c4nc23)c(=O)n(-c2ccccc2)n1C | -1
CCOC(=O)CCC(=O)NC[C@H]1CN(c2ccc(C)cc2)C(=O)O1 | -8
COc1ccc(OC)c(-c2cc(C(=O)O)[nH]n2)c1 | 1
O=S(=O)(c1ccc2c(c1)CCCC2)N1CCOC2(CCOCC2)C1 | 2
Cc1ccc2nc(C)cc(SCC(=O)NN=Cc3ccco3)c2c1 | 6
Cn1nc(-c2ccc(F)cc2)cc1C(=O)NCc1nn(C)c2c1COCC2 | 11
O=C(CSc1ccc(F)cc1)N1CCC(Oc2ncccc2Br)CC1 | -22
CCc1ccc(-c2cc3c(SCC(=O)Nc4cc(OC)ccc4OC)nccn3n2)cc1 | 2
Cc1ncccc1C(=O)NC1CCC(Oc2ncccn2)CC1 (configuration not stated) | -13
Cc1ccc(NC(=S)NN=Cc2c(C)[nH]c3ccccc23)cc1 | 6
NC(=S)NN=Cc1ccc(-c2cc(Cl)c(Cl)cc2Cl)o1 | -2
O=C(Nc1cnoc1)c1cc(-c2ccccc2)on1 | -6
CC(=O)Nc1nc(CC(=O)N2CCN(c3ccccn3)CC2)cs1 | -3
Cc1oncc1C(=O)Nc1cnn(CC2COc3ccccc3O2)c1 (configuration not stated) | -4
CS(=O)(=O)c1ccc2nc(N(CCc3cccs3)C(=O)Cc3ccc(F)cc3)sc2c1 | 3
CN1CCN(c2nc3ccc(NC(=O)c4cccc(C(F)(F)F)c4)cc3s2)CC1 | -10&-9
CC12CCC(CC1=NO)C2(C)C (configuration not stated) | 0
O=C(NN=Cc1ccccc1C(=O)O)c1ccc(COc2cccc3cccnc23)cc1 | -7
O=[N+]([O-])c1ccccc1C=NNC1=NCCCCC1 | -5
CCCN(Cc1ccsc1)C(=O)NC(c1ccccc1)c1ccccc1 | -17
O=C(NCCc1c[nH]c2ccccc12)C(=O)NCCC1CCCCN1S(=O)(=O)c1cccs1 (configuration not stated) | -2&7
CC(C)(C)C(O)CCNS(=O)(=O)c1ccccc1 (configuration not stated) | -15
c1ccc(CN(Cc2ccccc2)c2nc(N(Cc3ccccc3)Cc3ccccc3)nc(N(Cc3ccccc3)Cc3ccccc3)n2)cc1 | -5
O=C1CCCc2oc3c(cc(NS(=O)(=O)c4ccc(Cl)c([N+](=O)[O-])c4)c4ccccc43)c21 | -8
CCCCCCCCSCc1ccc(O)c2ncccc12 | 73*
CCOc1ccc(-c2ccc(=O)n(CCNC(=O)c3sc(-c4ccccc4)nc3C)n2)cc1 | 8
O=C(NCCC(O)c1ccco1)NCc1cccs1 (configuration not stated) | -3
CCN(CC)c1ccc(NC(=O)Cn2cnc3c(sc4nc(C)cc(C)c43)c2=O)c(C)c1 | -1

Part of the list above, set out differently.
mol	PriA SSB inh
C=CCn1c(O)c(C=C2C=Nc3ccccc32)c(=O)[nH]c1=O	-4
COc1cc2ccccc2cc1C(=O)N1CCN(c2nc3c(F)cc(F)cc3s2)CC1	-2
O=C(Nc1ccncc1NC(=O)c1cccc(C(F)(F)F)c1)c1cccc(C(F)(F)F)c1	10
CSCC(C)(O)CNC(=O)CCc1ccccc1Br (configuration not stated)	3
CSc1ncc(Cl)c(C(=O)Nc2cc(C)on2)n1	9
C=CCn1c(SCC(=O)CC(=O)OCC)nc2sc3c(c2c1=O)CCCC3	-4
COc1ccc(OC)c(-c2cc(C(=O)O)[nH]n2)c1	1

Additional results
SMILES | PriA SSB inh
C=CCN1C(=O)C(C)(C)COc2cc(NS(=O)(=O)c3cc(C)c(OCC)c(C)c3)ccc21 | -3
Nc1ccccc1-c1ccc(=O)[nH]n1 | 18
COCC(=O)NCCOc1ccc2nnc(-c3ccccc3)n2n1 | -11
O=S(=O)(c1ccccc1F)N1CCN(c2ccc(Cl)c(Cl)c2)CC1 | -6
CN(N=Cc1ccc(N(C)C)cc1)C1=NS(=O)(=O)c2ccccc21 | -8
COc1cc(-c2nc(=O)[nH]c3ccc(Cl)cc23)cc(OC)c1OC | -9
O=C(Cc1cccc2ccccc12)N1C2C=CCC1CC2 (configuration not stated) | 1
Cc1cc2cc(CNC(=O)N[C@H]3CC(=O)N(c4ccc(C)c(C)c4)C3)ccc2[nH]1 | -17
COC(CNC(=O)c1ccc(Br)o1)c1ccc(C)s1 (configuration not stated) | -11
CC(C)(C)C(=O)ON=C1C(=O)N(c2ccccc2)c2ccccc21 | -8
O=S(=O)(C1CCCCC1)N1CCc2ncncc2C1 | 2
COc1ccc(-c2ccc(N3CCC(C(=O)Nc4cccnc4)CC3)nn2)cc1 | -6
COc1cccc2cc(C(=O)Nc3ccccc3C)c(=NO)oc12 | 4
Cc1cc(C)c(C)c(S(=O)(=O)NCCC(=O)N2CC(S(=O)(=O)CC(C)C)C2)c1C | -2
CCC(=O)Nc1ccc(SCC(=O)c2ccc(C)cc2C)nn1 | -20&-14
O=C(NCC1CCN(C(=O)c2cccnc2)CC1)Nc1ccc(Cl)c(Cl)c1 | -7
O=C(Cc1ccc(Cl)cc1)NCCNc1cc(Nc2ccccn2)ncn1 | -5
O=S(=O)(CCOc1ccccc1)NCC1CCN(Cc2ccsc2)CC1 | -9
O=C(NN=Cc1cc([N+](=O)[O-])ccc1O)NC12CC3CC(CC(C3)C1)C2 | -10
COc1cccc(CNC(=O)C(=O)Nc2ccon2)c1 | 0
CCOc1ccc(-c2cc3c(SCc4ccccc4C)nccn3n2)cc1Cl | 3
COc1ccc(/C=N\N=C2\NC(=O)C(CC(=O)Nc3sc4c(c3C#N)CCCC4)S2)cc1 (configuration not stated) | -5
COc1cc(OC)c(NC(=O)CSc2ncc(-c3ccc(F)cc3)o2)cc1Cl | 0
O=c1[nH]cccc1-c1noc(C2CN(S(=O)(=O)c3ccc4c(c3)CCCC4)C2)n1 | 8
O=C(C[C@H]1C/C=C/C[C@H](NC(=O)OCC2c3ccccc3-c3ccccc32)C(=O)OC[C@@H]2CCCN2C1=O)NCCO | -12
O=[N+]([O-])c1ccccc1/C=C/C=NN1CCCCC1 | 63
O=C(Nc1ccc2c(c1)CN(C(=O)C1CC1)CC2)c1cccc2ccccc12 | -3&-3
COc1ccc(NC(=O)NC[C@H](O)C2CCCCC2)cc1 | -13
CC1=NN(c2ccc([N+](=O)[O-])cc2)C(c2ccco2)C1 (configuration not stated) | 5
CCCC(=O)Nc1ccc(C(=O)N/N=C\c2c(C)[nH]c3ccccc23)cc1 | 15

Bioassay records: PubChem BioAssay, Small Molecule Screening Facility, UW Madison
